# Source: PubChem
# ERp5 block = blocks human ERp5 reductase activity on insulin; 350,000 tested, 0.05% active; Q15084; inhibition, % at 9.99 µM; ERp5 insulin aggregation, absorbance 650 nm, 90 min;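 active = mean replicate inhibition above about 25%, with every replicate also reaching it, limit read from the data, passing the limit was not always enough; inconclusive = only one of those two criteria met; inactive = neither criterion met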
# Target sequence (Q15084 whole entry, looked up): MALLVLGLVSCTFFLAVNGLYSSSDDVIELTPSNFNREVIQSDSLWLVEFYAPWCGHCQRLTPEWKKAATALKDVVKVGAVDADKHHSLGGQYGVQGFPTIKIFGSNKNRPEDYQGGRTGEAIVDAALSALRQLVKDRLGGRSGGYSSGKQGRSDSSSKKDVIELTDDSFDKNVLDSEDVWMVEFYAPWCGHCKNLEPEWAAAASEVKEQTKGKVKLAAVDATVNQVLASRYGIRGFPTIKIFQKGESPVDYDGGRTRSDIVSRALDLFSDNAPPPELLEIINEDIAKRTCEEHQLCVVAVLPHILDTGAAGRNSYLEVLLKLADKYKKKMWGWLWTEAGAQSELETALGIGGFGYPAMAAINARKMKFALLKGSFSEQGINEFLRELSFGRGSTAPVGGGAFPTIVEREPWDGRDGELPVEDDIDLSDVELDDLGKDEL
# miR122 inh = inhibitors of miR-122 in Huh7 cells | Huh7 miR-122 Renilla luciferase sensor, 48 h; neutral wells = 0, positive control = 100 | activation (reporter increase), % at 12.5 µM | 340,000 tested, 0.3% active;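 active = mean replicate activation score at least 90 and every replicate individually at or above 90; inconclusive = only one of the two criteria met; inactive = neither criterion met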;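 also: higher luciferase means less miR-122 activity so hits act as miR-122 inhibitors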
# ARNT-TACC3 inh = ARNT/TACC3 interaction disruption | AID 623870 | 390,000 tested, 0.66% active | AlphaScreen His-ARNT PAS-B/GST-TACC3 binding, luminescence; TACC3 fragment carries E629A point mutation | inhibition, % at 9.99 µM | Q9Y6A5;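 active = mean inhibition of replicates at least 50% and at least half of replicates each reaching 50%; inconclusive = half or more replicates reach 50% but mean below 50%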;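 also: 0% = complete ARNT plus TACC3 wells and 100% = ARNT alone without TACC3; many hits fall short of the cut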
# esBAF inh = SWI/SNF esBAF complex inhibition; 350,000 tested, 2% active; reporter increase, % at 12.5 µM; mouse ES cells, Bmi1-luciferase knock-in reporter, 24 h; 100% = twice the neutral-well signal; in the data active = activation above about 40%; inconclusive = no clear call, values can overlap the other calls;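 also: 0% = median of the plate's neutral control wells and 100% = double that signal; a rise in the Bmi1 reporter signal indicates esBAF inhibition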
# SIRT5 inh = sirtuin-5 (human) deacylase inhibition | Q9NXA8 | Purified SirT5, succinyl-peptide AMC, trypsin-coupled fluorescence | inhibition, % at 15 µM | 330,000 tested, 1.1% active; in the data active = inhibition above about 15%; inconclusive = no clear call, values can overlap the other calls
# Target sequence (Q9NXA8 whole entry, looked up): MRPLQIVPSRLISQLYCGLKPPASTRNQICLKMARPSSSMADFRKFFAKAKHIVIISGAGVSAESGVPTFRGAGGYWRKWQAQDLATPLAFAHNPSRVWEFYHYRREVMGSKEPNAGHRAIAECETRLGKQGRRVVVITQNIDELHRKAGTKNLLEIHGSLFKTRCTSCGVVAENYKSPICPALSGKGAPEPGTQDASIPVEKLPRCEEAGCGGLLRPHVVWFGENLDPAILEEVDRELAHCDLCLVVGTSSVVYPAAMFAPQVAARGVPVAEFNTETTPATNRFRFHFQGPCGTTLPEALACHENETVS
# Cneo AK release = Cryptococcus neoformans lysis via adenylate kinase release. C. neoformans lysis, adenylate kinase release luminescence, 4 h; normalised: neutral wells 0, clomiphene wells 100. lysis activity, % at 15 µM. 360,000 tested, 0.2% active. AID 651654;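 active = mean lysis activity across replicates of at least 80%, whatever share of replicates individually reach that level; inactive = mean lysis activity below 80%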
#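 Material: C. neoformans cells | Amount: Yeast cell density of 5 × 10^6 cells/mL | Medium: Fresh YPD growth medium | Dosing: Single dose | Times: Static 4 h at 37 °C with compound, 1 h detection | Detection: AK luminescence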
# C2C12 statin = protects C2C12 myotubes from simvastatin toxicity; rescue of ATP level, % at 7.49 µM; 330,000 tested, 0.78% active; ATP luminescence, 48 h; scaled: DMSO 0, geranylgeraniol control 100; AID 602340;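 active = mean ATP rescue above about 67%, or every replicate alone reaching that limit, limit read from the data, passing the limit was not always enough; inconclusive = no clear call, values can overlap the other calls; inactive = mean under the limit and some replicate under it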;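 also: myotubes were challenged with 10 µM simvastatin during compound exposure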
# * hit, by the source's call; ? = inconclusive; · = not tested or not shown; [ ] = another dose, or the depositor's remark.
# Sample of the layout, two compounds:
SMILES	esBAF inh	SIRT5 inh	C2C12 statin	ERp5 block	miR122 inh	Cneo AK release	ARNT-TACC3 inh
C[C@H](CO)N1C[C@H](C)[C@H](CN(C)C(=O)NC2CCCCC2)Oc2ccc(NC(=O)NC3CCCCC3)cc2C1=O	11	-7	-14	-2	-1[16.7 µM]	-1	2
CCOC(=O)c1ccccc1NC(=O)c1cn(-c2ccc(OC)cc2)c(=O)c2ccccc12	-3	·	-13	·	-10	-1	-2

# Main list, from the first entry:
SMILES	esBAF inh	SIRT5 inh	C2C12 statin	ERp5 block	miR122 inh	Cneo AK release	ARNT-TACC3 inh
C[C@H](CO)N1C[C@H](C)[C@H](CN(C)C(=O)NC2CCCCC2)Oc2ccc(NC(=O)NC3CCCCC3)cc2C1=O	11	-7	-14	-2	-1[16.7 µM]	-1	2
CCOC(=O)c1ccccc1NC(=O)c1cn(-c2ccc(OC)cc2)c(=O)c2ccccc12	-3	·	-13	·	-10	-1	-2
COC(=O)CN1C(=O)N(c2ccccc2)C(N(O)C(=O)Nc2ccccc2)C1(C)C (stereo not drawn)	17	·	-2	·	·	2	-4
COc1ccccc1NC(=O)CSc1nncn1N	-5	-2	-5	3	-2	-2	-14
Cc1c(C(=O)O)sc(S(=O)(=O)N2CCN(C(=O)Cc3ccc(F)cc3)CC2)c1C(=O)O	0	10	-12	-3	-6	2	-2
NN/C(=C\[N+](=O)[O-])Nc1ccccc1	·	10	·	1	·	·	3
C[C@@H]1CN([C@H](C)CO)C(=O)c2cccc(NC(=O)c3cnccn3)c2O[C@@H]1CN(C)Cc1ccc(Cl)c(Cl)c1	-4	2	-41	1	10[16.7 µM]	5	-1
COc1cc2sc(C)nc2c2sccc12	-8	·	-5	·	1	-5	-1
C[C@@H]1CN([C@H](C)CO)S(=O)(=O)c2ccc(C#Cc3cccc(F)c3)cc2O[C@H]1CN(C)C(=O)CN1CCOCC1	2	1	8	-6	13[16.7 µM]	3	9
Cc1ccc(C(=O)OCC(=O)Nc2ccccc2)cc1NC(=O)c1ccco1	-2	·	-3	·	-5	0	-4
CN(C)c1nc(SCC(=O)Nc2ccccc2)nc(N2CCOCC2)n1	·	-1	·	6	·	·	4
O=C(NCc1ccccc1Br)C1CCCO1 (stereo not drawn)	-5	-2	-6	11	·	13	-8
CCN(CC(=O)NCc1ccc(F)cc1)C(=O)COc1ccc(C)c(C)c1	·	·	·	·	-4	3	-3
COc1nnc(-c2ccc(C)c(S(=O)(=O)NC(C)(C)CO)c2)c2ccccc12	6	2	-4	3	·	0	4
O=C(CN1CCc2ccccc2C1)Nc1ccc(OC(F)(F)F)cc1	0	-2	-9	-1	12	3	22
O=C(OC(c1ccccc1)c1nccc2ccccc12)c1cc([N+](=O)[O-])cc([N+](=O)[O-])c1 (stereo not drawn)	·	·	·	·	0	-11	9
O=C(Cc1ccccc1F)Nc1ccc(S(=O)(=O)N2CCCC2)cc1	9	1	-4	-1	-1	-4	-4
O=C(CCNc1cc(Cl)cc(Cl)c1)c1ccco1	·	·	·	·	7	1	-9
COc1ccc(C(=O)Nc2nc(-c3cccs3)c(NC(C)=O)s2)cc1	8	·	-17	·	9	0	-4
Nc1ncnc2c1ncn2[C@@H]1O[C@H](C(=O)NS(=O)(=O)c2cccs2)[C@@H](O)[C@H]1O	-3	-5	1	0	0	0	·
C[C@H]1CN([C@@H](C)CO)C(=O)Cc2cc(NC(=O)C3CCCCC3)ccc2O[C@H]1CN(C)Cc1ccc(C(F)(F)F)cc1	1	10	-4	-13	8[16.7 µM]	3	1
CCOC(=O)C1(Cc2ccccc2C)CCCN(C(=O)c2ccc(OC)o2)C1 (stereo not drawn)	-2	-1	16	2	3	0	8
O=C(CSc1nc2c([nH]c3ccccc32)c(=O)n1-c1cccc(Cl)c1)N1CCOCC1	-6	1	-30	-3	1	-1	-4
O=c1ccsn1Cc1ccccc1	1	·	32	·	-5	·	6
CCCc1n[nH]c(=O)c2c1nnn2Cc1ccccc1	-11	2	3	0	·	-1	-4
Cc1ccc(CNS(=O)(=O)c2c(C)nc3scc(C)n3c2=O)cc1	-6	-2	6	3	0	·	-1
CCC(C)[C@H](NC(=O)CCn1nnc2ccccc2c1=O)C(=O)O (stereo partly drawn)	·	·	·	·	-4	-1	-28
Cc1noc(/C=C/N(C)C)c1S(=O)(=O)N1CCc2ccccc21	2	0	7	-2	10	0	4
C=CCNC(=O)N1CCCC(C(=O)c2cccc(Cl)c2)C1 (stereo not drawn)	·	2	·	0	·	·	2
COc1ccc(C2CC(c3ccc4ccccc4c3OC(C)=O)=NN2C(C)=O)cc1 (stereo not drawn)	·	11	·	2	4	1	5
Cc1c(NC(=S)NC(=O)c2ccccc2Br)c(=O)n(-c2ccccc2)n1C	5	-17	-3	-3	2	-1	10
CCCC1C(C(=O)OCC)=C(C)NC(C)=C1C(=O)OCC	8	·	·	·	-7	1	·
CCC(C)[C@H]1CNCCN1CCc1cccc2ccccc12 (stereo partly drawn)	0	·	-4	5	-8	0	-2
O=C(CN1CCN(c2ccccc2)CC1)Nc1ccc2c(c1)OCCO2	·	0	·	1	·	·	-7
O=C(Nc1ccc(NC(=O)c2cccs2)c(Cl)c1)c1ccco1	·	-1	·	0	·	·	1
CS/C(=C\[N+](=O)[O-])Nc1ccccc1	-4	·	21	·	-2	-5	3
O=C(C[C@@H]1CC[C@@H]2[C@H](COC[C@H](O)CN2CCC(F)(F)F)O1)NCC1CCCCC1	4	0	11	-3	2[16.7 µM]	38	-6
Cc1cc(NC(=O)CCCC(=O)N(CC(=O)NCCc2ccccc2)Cc2ccc(F)cc2)no1	-6	·	-19	·	-3	0	-2
O=C(CN1CCCC1)N/N=C/c1c(O)ccc2ccccc12	-58	2	3	2	4	0	59*
CC(C)CC(=O)Nc1cccc(-c2cn3ccsc3n2)c1	?	·	-16	·	49	-2	-5
CCOC(=O)c1c(C)[nH]c(C)c1S(=O)(=O)NCCN1CCN(c2ccccc2F)CC1	-1	-3	23	0	64	0	2
C[C@H]1CN([C@@H](C)CO)C(=O)c2cccc(NC(=O)C3CCOCC3)c2O[C@H]1CN(C)C	-3	-3	-5	0	-2[16.7 µM]	-4	-8
CO[C@@H]1CN(C)C(=O)c2cc(NC(=O)C3CCC3)ccc2OC[C@H](C)NC[C@@H]1C	-2	-4	-11	3	-2[16.7 µM]	-1	-2
CCN1C(=O)C2(C(C#N)=C(N)Oc3n[nH]c(-c4ccccc4)c32)c2ccccc21 (stereo not drawn)	-1	-7	-4	0	-5	1	-5
COc1ccc(C(=O)N/C(=C\c2cn(S(=O)(=O)N(C)C)c3ccccc23)C(=O)N2CCOCC2)cc1	2	-1	6	2	-3	1	0
COc1cccc(/C=C/C(=O)Nc2ccc3c(c2)OCCO3)c1	53*	-2	-5	-6	0	-10	0
Cc1nnc(SCc2ccon2)n1-c1ccccc1	2	·	-12	·	-1	2	-4
COc1cccc(NC(=O)Nc2ccc3c(c2)C(=O)N(C)[C@@H]2CC[C@H](CC(=O)O)O[C@@H]2CO3)c1	-5	·	-11	·	30[16.7 µM]	-8	-18
CO[C@@H]1CN(C)C(=O)c2ccc(NS(=O)(=O)c3ccccc3C)cc2OC[C@@H](C)N(S(=O)(=O)c2ccccc2)C[C@H]1C	-2	4	-15	-7	·	0	-8
CSc1ccccc1NC(=O)CN(C)C(=O)CNc1ccc(C(F)(F)F)cc1[N+](=O)[O-]	-3	-3	-5	3	·	-1	-1
COc1ccccc1NC(=O)CCS(=O)(=O)c1ccccc1	·	·	·	4	0	·	0
O=C(NCc1ccco1)c1cccc(NC(=O)c2ccco2)c1	-7	·	-4	·	-1	1	5
Nc1ccc2c(c1)nnn2-c1ccccc1	15	-1	-11	6	-16	-3	0
Cc1cc(C)c2nc(SCC(=O)NNC(=O)c3ccco3)c(C)cc2c1	-8	4	-3	0	10	4	-2
CN(C)c1ccc(CNn2cnnc2SCC(=O)NC(C)(C)C)cc1	-1	11	-10	4	17	·	4
CCOc1ccc(OCC(=O)OC(C)C(=O)Nc2ccc(Cl)cn2)cc1 (stereo not drawn)	·	3	·	-2	·	·	11
Cc1cc(C)cc(N(C(=O)CNC(=O)c2ccco2)C(C(=O)NC2CCCC2)c2cccnc2)c1 (stereo not drawn)	0	·	-6	·	-2	0	·
CCOC(=O)NC(=O)C(/C=N/c1sccc1C(=O)OC)=C(\C)O	·	-4	·	-6	-1	·	·
C[C@@H]1CN([C@H](C)CO)C(=O)c2cccc(NC(=O)c3nc4ccccc4s3)c2O[C@@H]1CN(C)S(=O)(=O)c1ccc(F)cc1	-9	-2	30	5	0[16.7 µM]	-2	-3
C[C@H](NC(=O)C[C@@H]1C[C@H]2c3cc(NC(=O)Nc4ccc(C(F)(F)F)cc4)ccc3O[C@H]2[C@H](CO)O1)c1ccccc1	0	3	11	1	-1[16.7 µM]	49	4

# The list goes on.
SMILES	esBAF inh	SIRT5 inh	C2C12 statin	ERp5 block	miR122 inh	Cneo AK release	ARNT-TACC3 inh
C[C@@H]1CN([C@H](C)CO)C(=O)c2cc(-c3ccc(F)cc3)cnc2O[C@H]1CN(C)CC1CCCCC1	-2	6	-36	1	-15[16.7 µM]	106*	1
Cc1csc(SCC(=O)NC(C)C2CC3CCC2C3)n1 (stereo not drawn)	·	-4	-10	0	-8	-1	-7
CCC(C)NCCOc1cccc(Br)c1 (stereo not drawn)	-14	1	-1	4	-6	3	-3
COc1ccc(CCNC(=O)C(=O)c2c(C)[nH]c3ccccc23)cc1	-1	-2	7	5	26	0	-2
CCCC(=O)N1CCC1(C)C(=O)Nc1cc(-c2ccccc2)nn1C (stereo not drawn)	55*	13	-18	0	-4	-2	·
Cc1nonc1C(=O)N/N=C/c1ccncc1	0	-2	-5	-5	17	0	-3
O=C(Nc1ccc2c(c1)OCO2)N[C@@H]1CC[C@@H](CC(=O)N2CCN(c3ccccc3)CC2)O[C@H]1CO	2	-2	17	2	·	-5	1
CCCNC(=O)C[C@@H]1CC[C@H]2[C@@H](COC[C@H](O)CN2C(=O)Nc2c(C)noc2C)O1	-2	3	-15	0	3[16.7 µM]	2	24
O=C(COC(=O)c1cc(Cl)ccc1O)NNC(=O)c1ccc([N+](=O)[O-])cc1	-6	4	11	13	-2	-1	-2
O=C(O)c1ccc(Cl)c(S(=O)(=O)Nc2ccc3cn[nH]c3c2)c1	·	3	·	-4	·	·	3
CO[C@H]1CN(C)C(=O)c2ccc(NC(C)=O)cc2OC[C@@H](C)N(C(=O)c2ccccc2F)C[C@@H]1C	-10	·	6	·	-6[16.7 µM]	2	19
COc1ccc(Nc2cc(C(=O)NCCCN3CCOCC3)c3ccccc3n2)cc1OC	7	·	5	·	7	-2	-2
O=C(COc1ccccc1)Nc1nccs1	-7	0	-4	-80	0	-6	-4
COc1ccc(C(=O)NCC2CCCCC2)cc1S(=O)(=O)N1CCCC1	2	-7	15	-1	5	-2	·
CN(C)c1ccc(C(=S)N2CCOCC2)cc1	-3	·	4	·	-2	1	-2
O=C(c1ccccc1)C1N=NCC1c1ccc(Cl)cc1 (stereo not drawn)	2	·	-4	-8	-1	-1	-2
O=C(CNS(=O)(=O)c1ccc(F)cc1)N1CCCC1	·	-4	·	-5	5	0	·
COC(=O)c1c(C(=O)OC)c(-c2ccccc2)n2c1CS(=O)C2 (stereo not drawn)	-4	·	-5	·	4	3	17
CC(c1ccco1)N(Cc1ccco1)C(=O)Nc1ccccc1 (stereo not drawn)	-9	·	-1	·	-2	0	1
CC1CCCN(Cc2c(C(=O)N3CCc4ccccc4C3)nc3ccc(Cl)cn23)C1 (stereo not drawn)	3	-6	19	6	1	-1	4
Cn1nnc2cc(C(=O)N3CCSCC3)ccc21	-4	·	2	·	2	-1	-2

# Not a hit list; about 4% have a hit in one of these screens.
